# GlmU inhibition: inhibition of mycobacterial GlmU enzyme – biochemical, glucosamine-1-phosphate acetyltransferase (AID 1376) | Bifunctional protein GlmU (Mycobacterium tuberculosis (strain ATCC 25618 / H37Rv)) | M. tuberculosis GlmU acetyltransferase enzyme assay; higher % means a stronger effect | inhibition, %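 (tested at 30 µM in the primary screen)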; hits with a dose series show IC50 in µM | actives 0.25% (n = 220,000); in the data active = inhibition above about 13%;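 also: 0% = complete reaction with vehicle and 100% = reaction without substrate; strong numbers were not always called active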
# RmlCD inh 1536: M. tuberculosis RmlC/RmlD coupled enzyme inhibitors, primary screen, biochemical, compound mixtures, 384-well, from 1536-well plates; AID 1533, 2009; dTDP-4-dehydrorhamnose reductase (Mycobacterium tuberculosis (strain ATCC 25618 / H37Rv)) …; inhibition, % at 3.6 µM; actives 0.03% (n = 160,000); RmlC+RmlD coupled enzyme assay, percent inhibition; primary screen in compound mixtures; in the data active = inhibition mostly above about 34%, no sharp cut-off; also: some results filed as inactive read as strong as hits
# Target sequence (P9WH09 whole entry, looked up): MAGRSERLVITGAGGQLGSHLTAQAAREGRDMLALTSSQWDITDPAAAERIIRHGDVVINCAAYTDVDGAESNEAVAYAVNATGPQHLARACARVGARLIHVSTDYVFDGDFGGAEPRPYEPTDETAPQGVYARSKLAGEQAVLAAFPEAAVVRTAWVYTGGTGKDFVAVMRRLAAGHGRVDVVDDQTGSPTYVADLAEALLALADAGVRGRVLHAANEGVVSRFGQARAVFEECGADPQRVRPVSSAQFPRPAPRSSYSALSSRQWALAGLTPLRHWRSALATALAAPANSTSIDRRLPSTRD
# Target sequence (P9WH11 whole entry, looked up): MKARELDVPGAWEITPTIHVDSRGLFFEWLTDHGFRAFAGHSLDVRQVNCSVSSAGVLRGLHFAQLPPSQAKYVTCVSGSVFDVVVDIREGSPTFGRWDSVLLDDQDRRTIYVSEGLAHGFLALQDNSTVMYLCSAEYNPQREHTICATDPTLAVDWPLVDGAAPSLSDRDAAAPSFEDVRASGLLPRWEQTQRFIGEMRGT
# * hit, by the source's call; · = not tested or not shown. Only part of the results is shown. The share of hits here may be higher or lower than overall.
SMILES,GlmU inhibition,RmlCD inh 1536
O=C(CSc1ncnc2nc[nH]c12)Nc1nnc(SCc2ccc(Cl)c(Cl)c2)s1,5.2%,15.5
COc1ccc(C(=O)Nc2nc3ccc(S(C)(=O)=O)cc3s2)cc1OC,4.7%,-11.1
COc1ccc(Cl)cc1NC(=O)Cn1c(=O)n2nc(C)nc2c2ccccc21,4.8%,12.6
COc1ccccc1NC(=O)CSc1nc2c(sc3ccccc32)c(=O)n1CCN(C)C,11.3%,-0.7
CN1CCN(CCCN(Cc2cccs2)C(=S)Nc2ccc(Cl)cc2)CC1,0.0%,2.8
COc1ccccc1OCC(=O)NNC(=O)c1cnccn1,·,4.5
Cc1ccc(-c2nc3ccccc3nc2NN)cc1,0.6%,-5.8
Brc1ccccc1OCCCCCN1CCOCC1,-5.3%,-6.0
COC(=O)C(NNc1ccccc1C)(NC(=O)c1ccc(F)cc1)C(F)(F)F (stereo not given),2.2%,9.2
CCOC(=O)C1=C(C)NC2=C(C(=O)C(C(=O)OCC)C(c3ccco3)C2)C1c1ccccn1 (stereo not given),4.1%,13.8
CC(=O)Nc1cccc(Oc2cnc3ccccc3n2)c1,-1.4%,16.6
Cc1cccc(C(=O)NNC(=O)c2cc3cc4ccccc4nc3s2)c1,-3.4%,·
CCOC(=O)c1c(NC(=O)COC(=O)CNC(=O)c2ccco2)sc(C(C)=O)c1C,3.3%,37.6
CN1C(=O)CC(N2CCN(c3ccccn3)CC2)C1=O (stereo not given),3.0%,·
CC(C)NC(=O)NNC(=O)Cn1nnc(-c2cccc(Cl)c2Cl)n1,4.5%,-19.9
Cc1ccc(S(=O)(=O)N2Cc3ccccc3CC2C(=O)Nc2cc(C)on2)cc1 (stereo not given),2.0%,·
N#CC(c1ccccc1)C1CCN(Cc2ccccc2)CC1 (stereo not given),-6.2%,·
COc1cc(C2CC(=O)c3cnc(N)nc3C2)cc(OC)c1OC (stereo not given),-6.4%,7.0
Cc1cccc(NC(=S)N(CCc2ccncc2)C(C)C)c1C,-5.9%,·
CCO[C@H]1OC(C(=O)NCc2nc3ccccc3[nH]2)=C[C@@H](c2ccc3c(c2)OCO3)[C@@H]1CCCO,1.1%,·
CCOC(=O)Cc1cc(=O)n2[nH]c(C(C)(C)C)cc2n1,-5.3%,·
CCC(C)N1CC(C(=O)NC2CCCCC2)CC1=O (stereo not given),1.4%,10.8
CCCCNC(=S)NNC(=O)c1csc(C)c1C,-4.2%,-0.6
CCOc1ccccc1N1Cc2cc(C)c(C)cc2C1,-3.0%,9.7
Cc1ccc(NC(=O)CN(C)CC(=O)Nc2c(C)cccc2C)c(Br)c1,-2.2%,7.6
Cc1cc(NC(=O)CSc2c3c(nc4ccccc24)CCC3)no1,·,-10.1
Cc1cccc(C)c1NC(=S)Nc1ccc(Cl)c(Cl)c1,0.1%,·
Cc1cc(C)c(NC(=O)CN2C(=O)NC(Cc3ccccc3)C2=O)c(C)c1 (stereo not given),2.9%,43.2
Cc1cccn2c(=O)c3cc(C(=O)NCc4ccco4)c(=N)n(CCc4ccccc4)c3nc12,5.7%,-2.4
c1ccc(Nc2nnc(SCc3cccc4ccccc34)s2)cc1,-1.3%,8.2
Cc1ncc([N+](=O)[O-])n1CC(=O)N/N=C/c1ccc(F)cc1,-0.4%,16.7
CC1CCCN(C(=O)CCc2ccccc2)C1 (stereo not given),0.6%,-9.7
COc1ccccc1-n1c(CNC(=O)c2cccc([N+](=O)[O-])c2C)n[nH]c1=S,10.8%,7.0
Clc1ccc(-c2nc(-c3cnccn3)no2)cc1,8.8%,-10.9
Cc1ccc(S(=O)(=O)N2CCSC2)cc1C,6.0%,-6.5
CCOc1ccccc1NC(=O)COC(=O)/C=C/c1ccc(OC)c(OC)c1,-2.0%,1.8
Cc1cccc(-n2c(C)cc(/C=N\NC(=O)c3cccs3)c2C)c1,-3.6%,·
Cc1c(C(=O)O)c(=O)n(-c2ccccc2)n1-c1ccccc1,1.6%,-6.5
COc1ccc(OC)c(/C=N/Nc2cc(C)nc(N3CCOCC3)n2)c1,1.4%,6.0
CCOC(=O)c1c(C)[nH]c(C)c1C(=O)COc1ncnc2cc([N+](=O)[O-])ccc12,-4.1%,-9.2

# Profiles from above.
# `CC1CCCN(C(=O)CCc2ccccc2)C1` (stereo not given) reads GlmU inhibition: 0.6%; RmlCD inh 1536: -9.7
# `CCOc1ccccc1NC(=O)COC(=O)/C=C/c1ccc(OC)c(OC)c1` reads GlmU inhibition: -2.0%; RmlCD inh 1536: 1.8

# Continuation:
SMILES,GlmU inhibition,RmlCD inh 1536
COc1ccc(S(=O)(=O)N(C)CC(=O)NCc2cccnc2)cc1C,-5.0%,-16.3
Cn1c(N)c(C(=O)COC(=O)c2ccc3c(c2)C(=O)N(c2ccc(Cl)cc2)C3=O)c(=O)n(C)c1=O,1.4%,·
Cc1ccc(N(C(=O)Cc2cccs2)C2C=CS(=O)(=O)C2)cc1Cl (stereo not given),-2.2%,-9.2
CC(=O)c1ccc(NC(=O)CSC(=S)N2CCCC2)cc1,6.5%,·
Nc1ccccc1NC1CCCCC1,-14.0%,-7.3
CC(=O)CCc1c[nH]c2c(C(=O)O)cccc12,6.7%,·
CN(C(=O)CSc1nnnn1-c1ccc(O)cc1)C1CCS(=O)(=O)C1 (stereo not given),-2.5%,6.7
Cc1cc2cc(C=O)c(Cl)nc2cc1C,2.7%,-7.3
CC1=C(C(=O)Nc2ccccc2F)C(c2cccs2)C2=C(CCCC2=O)N1 (stereo not given),2.9%,8.7
CCOC(=O)CCC(=O)Nc1ccc(S(=O)(=O)N2CCCC2)cc1,-9.4%,·
O=C1CCc2cc(S(=O)(=O)N3CCC(C(=O)NC4CCCCCCC4)CC3)ccc2N1,7.9%,2.8
CC(=O)Nc1ccc(NC(=O)C(C)OC(=O)C2CCN(S(=O)(=O)c3cccs3)CC2)cc1 (stereo not given),2.6%,-4.9
O=S(=O)(c1cccc2cccnc12)N1CCCc2ccccc21,2.9%,8.2
COc1cc(C(=O)OC2CCCCC2=O)cc(OC)c1C (stereo not given),2.6%,·
O=C(NCC1CCCO1)C1CC(=O)N(C2CCCC2)C1 (stereo not given),4.9%,·
COc1cc(/C=C2/SC(=S)N(CC(=O)Nc3nc4ccccc4s3)C2=O)cc(OC)c1OC,-2.6%,-11.1
CCCCNS(=O)(=O)c1ccc(NS(=O)(=O)c2c(C)cc(C)cc2C)cc1,-2.4%,·
COc1ccc(-c2cc(-c3n[nH]c(=S)n3-c3cc(OC)ccc3OC)[nH]n2)cc1,-2.1%,-3.6
Cc1ccc(C(=O)c2cn[nH]c2-c2ccccc2O)cc1,-1.1%,6.4
C=CCNC(=O)c1onc(CSc2ccc(F)c(F)c2)c1C(=O)NCC=C,-0.8%,·
O=C(O)CCCSCC(=O)Nc1ccccc1,-1.0%,5.2
O=C(CCS(=O)(=O)c1cccc2nonc12)N1CC(=O)N(CCc2ccccc2)C(=O)C1,2.9%,-3.8
Nc1c(C(=O)c2ccccc2)sc2nsc(SCCN3CCOCC3)c12,0.4%,8.7
CCn1cc(C(=O)Nc2ccc3c(c2)OCCO3)c2cc(OC)c(OC)cc2c1=O,1.4%,7.6
CC1Cc2ccccc2N1C(=S)Nc1cccc(S(=O)(=O)N(C)C)c1 (stereo not given),2.5%,-7.8
CCOc1cc(NC(=S)NCC2CCCO2)c(OCC)cc1NC(=O)c1ccccc1 (stereo not given),2.6%,·
Cc1cccc(-n2nc3c(c2NC(=O)c2ccco2)CSC3)c1C,-2.9%,3.3
O=C(C1=C[C@@H](C2CCCCC2)C[C@@H](OCc2ccc(CO)cc2)O1)N1CCOCC1,1.3%,·
Cc1cc(NC(=S)N(CCCN2CCOCC2)Cc2ccco2)ccc1Cl,2.6%,-16.5
COc1ccc(C(=O)c2coc3ccc(O)c(CN(C)C)c23)cc1,-0.9%,8.0
Cc1ccc(Cn2c(NC(=O)c3ccco3)nc3ccccc32)cc1,-5.6%,11.8
Cc1nc2cc(F)ccc2n1C1CCN(S(=O)(=O)c2ccccc2)CC1,-1.1%,6.7
CC1CCCN(C(=O)CSc2cnc3ccccc3n2)C1 (stereo not given),-2.0%,14.0
Cc1ccc(NC(=O)COc2ncnc3ccccc23)cc1S(=O)(=O)N1CCOCC1,3.7%,2.9
COc1ccc(S(=O)(=O)N2CCCCC2)cc1NC(=S)Nc1ccccc1,1.1%,10.2
Cc1ccc(S(=O)(=O)N2CCC(C(=O)N[C@@H](C)C(=O)NC3CCS(=O)(=O)C3)CC2)cc1 (stereo not given in full),0.7%,·
Cc1ccc(S(=O)(=O)Nc2nc(C)c(C(=O)NN)s2)cc1,8.9%,7.0
Cn1c(NC(=O)c2ccccc2F)c(-c2cccs2)c(=O)c2ccccc21,-5.3%,-6.8
Cc1ccc2nc(C(F)(F)F)c(C#N)c(N)c2c1,-0.7%,3.4
CC1CC(C)CN(C/C=C/c2ccccc2[N+](=O)[O-])C1 (stereo not given),1.8%,-0.6

# Some of the entries so far, with each value named.
COc1ccc(OC)c(/C=N/Nc2cc(C)nc(N3CCOCC3)n2)c1
  GlmU inhibition = 1.4%
  RmlCD inh 1536 = 6.0
CCOC(=O)c1c(C)[nH]c(C)c1C(=O)COc1ncnc2cc([N+](=O)[O-])ccc12
  GlmU inhibition = -4.1%
  RmlCD inh 1536 = -9.2
COc1ccc(S(=O)(=O)N(C)CC(=O)NCc2cccnc2)cc1C
  GlmU inhibition = -5.0%
  RmlCD inh 1536 = -16.3
Cn1c(N)c(C(=O)COC(=O)c2ccc3c(c2)C(=O)N(c2ccc(Cl)cc2)C3=O)c(=O)n(C)c1=O
  GlmU inhibition = 1.4%
  RmlCD inh 1536 = ·

# Further compounds follow.
SMILES,GlmU inhibition,RmlCD inh 1536
O=C(COc1ccc(-c2ccccc2)cc1)N1CCN(S(=O)(=O)Cc2ccccc2)CC1,-1.7%,-3.5
COC(=O)c1c(NC(=O)COC(=O)c2ccccc2O)sc2c1CCCCC2,-4.8%,-9.9
O=C(Nc1ccccc1)c1ccc(CSc2ccccn2)cc1,0.3%,3.4
O=C(c1ccc(Cl)c(Cl)c1)N(Cc1ccco1)c1ccc(O)cc1,-0.3%,-5.4
N#CC1=C(SCC(=O)c2ccccc2)NC2=C(C(=O)CCC2)C1c1ccco1 (stereo not given),·,39.7
Cc1[nH]c(=O)c(C#N)c2c1CCCC2,-0.5%,-7.6
CCCCCN=C(N)N/N=C/c1c[nH]c2ccc(OC)cc12,-8.5%,·
Cn1c2c(c(=O)n(C)c1=O)C(c1cccc(F)c1)C(C#N)=C(N)O2 (stereo not given),0.3%,7.1
O=C(/C=N/O)NCc1ccncc1,2.1%,·
Cc1cc(C)cc(N2C(=O)NC(=O)/C(=C\c3cc(C)n(C)c3C)C2=O)c1,0.3%,5.6
Clc1ccc(-c2nnc(CCc3ccccc3)o2)c(Cl)c1,5.3%,·
Cc1c(C)c2cc3c4c(oc3c(C)c2oc1=O)CCCC4,3.7%,4.5
COc1ccc(N=C2C(=Nc3ccc(OC)cc3)N(c3ccc(OC)cc3)C(=S)N2c2ccccc2)cc1,-0.6%,4.5
CCCOc1cccc(-c2nc3ccccc3c(=O)o2)c1,1.4%,-13.2
CC(=O)NCCC(=O)N1CCCC(C(=O)c2ccc3c4c(cccc24)CC3)C1 (stereo not given),0.0%,·
Cc1cccc(/C(N)=N/OC(=O)N2CCOCC2)c1,-0.1%,·
C[N+](C)(C)CCCCCCCCCC[N+](C)(C)C,-0.9%,·
Cc1cc(C)nc(SCC(=O)N/N=C/C=C/c2ccccc2)n1,0.4%,-6.6
O=C(Nc1ccc(Cl)cc1)Nc1ccc(C(=O)N2CCOCC2)cc1,0.5%,·
OCc1nc2ccccc2n1C/C=C/c1ccccc1,0.6%,16.0
C=CCn1c(SCC(=O)NC(C)(C)C)nnc1-c1ccccc1O,3.3%,3.6
COC(=O)c1[nH]c2cc(OC)ccc2c1NC(=O)c1nonc1C,-2.1%,·
Nc1nc2c(F)c(F)c(F)cc2s1,-4.6%,-0.8
CC1(C)CC(=O)C(C(C2=C(O)CC(C)(C)CC2=O)c2cccc(O)c2)C(=O)C1 (stereo not given),-4.6%,·
O=C(CCCCn1c(=O)[nH]c2ccccc2c1=O)NCc1ccc2c(c1)OCO2,-6.7%,6.3
Cc1c(C(=O)N/N=C/C(C)C)[nH]c2c([N+](=O)[O-])cccc12,-4.2%,9.3
CN(C)S(=O)(=O)c1ccc(Cl)c(NC(=O)COC(=O)CCC(=O)c2cccs2)c1,·,11.6
CC(CC(=O)O)CC(=O)NNC(=O)c1cccc(Br)c1 (stereo not given),0.6%,·
COc1ccc(CN2CC(=O)N(c3ccccc3C)C2=S)cc1OC,0.0%,15.6
COc1ccc(NCc2ccc([N+](=O)[O-])s2)cc1,-3.8%,-8.7
Cc1ccc(O)c(NC(=S)NC(=O)COc2ccc(Br)cc2)c1,-2.5%,15.2
CC/C(=N\NC(N)=O)c1ccc(OC)c(OC)c1,-2.1%,8.9
O=C(Oc1ccc2c3c(c(=O)oc2c1)CCC3)c1ccccc1[N+](=O)[O-],-5.4%,-3.6
COc1cc(-c2cc(C(=O)NN3CCN(C)CC3)c3ccccc3n2)cc(OC)c1OC,-0.6%,7.0
CC1CCCCC1NC(=O)CCCn1c(=S)[nH]c2ccccc2c1=O (stereo not given),6.0%,-4.9
CC(=O)c1cn(CC(=O)NCC2CCCO2)c2ccccc12 (stereo not given),-1.1%,-8.6
COc1cc(/C=N/NC(=S)N/N=C/c2cc(OC)c(OC)c(OC)c2)cc(OC)c1OC,-2.5%,-1.1
CCOc1ccc(C(=O)N2CCN(c3cccc(Cl)c3)CC2)cc1,0.2%,-9.6
CCC(=O)NCCc1nc2ccccc2n1CC,-6.0%,10.0
O=C(CN1CCN(Cc2ccccc2)C1=O)NCc1cccs1,7.8%,·

# Assay outcomes as filed in PubChem BioAssay.
